# Bioassay records deposited in PubChem BioAssay by several laboratories.
# OX1R FRET antag: antagonists of human orexin 1 receptor (OX1R); O43613; OX1R-expressing cells, FRET antagonist read-out; inhibition, % at 6.6 µM; 1.8% of 330,000 active; in the data active = inhibition mostly above about 38%, no sharp cut-off; inactive = mostly below about 40%;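 note: 0% = agonist challenge alone and 100% = reference antagonist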
# Target sequence (O43613 whole entry, looked up): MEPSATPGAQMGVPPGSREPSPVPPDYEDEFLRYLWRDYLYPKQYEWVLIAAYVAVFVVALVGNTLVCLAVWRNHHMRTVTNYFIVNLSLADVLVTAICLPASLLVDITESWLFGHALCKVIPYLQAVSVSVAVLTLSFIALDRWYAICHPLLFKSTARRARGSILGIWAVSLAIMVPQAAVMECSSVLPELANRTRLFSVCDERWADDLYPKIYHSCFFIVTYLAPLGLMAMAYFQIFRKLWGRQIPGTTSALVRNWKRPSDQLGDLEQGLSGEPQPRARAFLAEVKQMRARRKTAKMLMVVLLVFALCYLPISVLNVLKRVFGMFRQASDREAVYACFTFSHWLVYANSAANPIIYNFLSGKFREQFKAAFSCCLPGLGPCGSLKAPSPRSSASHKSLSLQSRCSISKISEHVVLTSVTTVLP
# KCNQ2 inh: KCNQ2 potassium channel inhibitors, primary screen, cell-based, CHO-K1, FluxOR thallium flux, B-score (AID 2156); 20 min; stronger effect = lower value; B-score at 10 µM; 1.1% of 310,000 active;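 active = fluorescence ratio B-score at most minus 3 library SDs, with starting brightness B-score within 2 library SDs, cut at about -5.5 in these data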
# STK33 kinase inh: blocks human STK33 kinase activity | Q9BYT3 | purified STK33, MBP phosphorylation, ADP-Glo luminescence | inhibition, % at 10 µM | 0.073% of 320,000 active | AID 2661;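 active = inhibition at or above 25%, using the most active replicate where run in duplicate; inactive = inhibition below 25%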
# Target sequence (Q9BYT3 whole entry, looked up): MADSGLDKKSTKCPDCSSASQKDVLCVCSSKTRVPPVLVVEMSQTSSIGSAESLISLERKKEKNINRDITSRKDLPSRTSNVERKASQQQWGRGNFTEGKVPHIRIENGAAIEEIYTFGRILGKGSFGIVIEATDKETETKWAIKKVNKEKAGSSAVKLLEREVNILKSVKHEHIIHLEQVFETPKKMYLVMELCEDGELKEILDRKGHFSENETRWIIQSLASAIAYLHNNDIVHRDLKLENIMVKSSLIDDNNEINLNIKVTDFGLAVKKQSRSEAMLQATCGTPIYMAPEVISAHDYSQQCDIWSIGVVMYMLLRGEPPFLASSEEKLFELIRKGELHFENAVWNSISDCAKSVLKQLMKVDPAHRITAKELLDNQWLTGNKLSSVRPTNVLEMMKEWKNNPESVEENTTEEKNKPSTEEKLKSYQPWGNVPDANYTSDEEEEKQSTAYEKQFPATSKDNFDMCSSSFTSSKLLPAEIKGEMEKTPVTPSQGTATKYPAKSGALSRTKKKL
# The depositor's hits bear a star; i = inactive; x = no result given. Not a hit list, and some 2.7% of all compounds hit somewhere here.
# Preview:
# Screens in order: OX1R FRET antag, KCNQ2 inh, STK33 kinase inh
- CCCn1c(N2CCN(C(=O)Nc3ccccc3)CC2)nc2ccccc21
 : 17, i, 0.0
- CC1=CC=CC2=NC(=O)CC(C)(C(=O)N(CC(=O)NC(C)C)C3CCCC3)N12 (stereo not given)
 : 7, i, -1.6
- CC1Cc2ccccc2N1C(=O)COC(=O)CSc1ccc(F)cc1 (stereo not given)
 : 17, i, -1.4
- CCN1C(=O)CSC1=NC12CC3CC(CC(C3)C1)C2
 : 12, -7.8*, -0.9
- COC(=O)C1(C)NC(c2ccc(F)cc2)C2C(=O)N(c3ccc(C)cc3)C(=O)C21 (stereo not given)
 : 4, i, -1.8
- CC(C)N(Cc1ccccc1)C(=O)CCc1ccccc1
 : 26, i, -2.9

# The listing, previewed entries included:
# Screens in order: OX1R FRET antag, KCNQ2 inh, STK33 kinase inh
- CCCn1c(N2CCN(C(=O)Nc3ccccc3)CC2)nc2ccccc21
 : 17, i, 0.0
- CC1=CC=CC2=NC(=O)CC(C)(C(=O)N(CC(=O)NC(C)C)C3CCCC3)N12 (stereo not given)
 : 7, i, -1.6
- CC1Cc2ccccc2N1C(=O)COC(=O)CSc1ccc(F)cc1 (stereo not given)
 : 17, i, -1.4
- CCN1C(=O)CSC1=NC12CC3CC(CC(C3)C1)C2
 : 12, -7.8*, -0.9
- COC(=O)C1(C)NC(c2ccc(F)cc2)C2C(=O)N(c3ccc(C)cc3)C(=O)C21 (stereo not given)
 : 4, i, -1.8
- CC(C)N(Cc1ccccc1)C(=O)CCc1ccccc1
 : 26, i, -2.9
- O=C(NN1C(=O)C2C3C=CC([C@H]4CC34)[C@@H]2C1=O)c1ccc(Br)cc1 (stereo not given in full)
 : 7, i, -1.2
- CCc1cccc(NC(=O)c2cnn(-c3ccccc3)c2C)c1
 : 16, i, 0.6
- CCCn1c(SCC(=O)Nc2nnc(-c3ccccc3)s2)nnc1-c1ccccn1
 : 78*, i, -2.3
- Cn1cccc1/C=C1\SC(=O)N(c2ccc(O)cc2)C1=O
 : 33, i, -1.1
- Cc1nc2scc(C)n2c(=O)c1S(=O)(=O)NCc1ccccc1Cl
 : 5, i, -2.1
- COc1ccc(/C=N/NC(C)(C)C)c(OC)c1
 : 20, i, 0.0
- O=C(CNC(=O)c1ccc(Cl)cc1)NCC(F)(F)F
 : 16, i, -1.0
- CCOc1cc(/C=N/O)ccc1OCc1ccc([N+](=O)[O-])cc1
 : 24, i, -0.8
- CCC(=O)N1N=C(c2cccs2)CC1c1ccc(C)cc1 (stereo not given)
 : 20, i, 0.0
- O=C(CCc1ccc(O)cc1)N/N=C/c1coc2ccccc2c1=O
 : 3, i, 7.4
- CC(OC(=O)Cn1cnc2c1c(=O)n(C)c(=O)n2C)C(=O)NCc1ccccc1 (stereo not given)
 : 6, i, -3.6
- COc1ccccc1N1CC(C)(C)C(=O)N(C(=O)c2ccc(Cl)cc2)C1=S
 : 2, i, -0.5
- O=C(Nc1ccc(N2CCN(C(=O)c3ccc(Cl)cc3)CC2)cc1)c1cc2ccccc2o1
 : 1, i, -2.5
- Cc1cnc(C(=O)OCC(=O)Nc2cc(-c3ccccc3)nn2-c2ccccc2)cn1
 : 14, i, -0.4
- CCOCCCNc1nc2c(-c3ccccc3)nnn2c2ccccc12
 : 12, i, -1.2
- Cc1ccc(C)c(N(CC(=O)NC2CCCC2)S(=O)(=O)c2ccccc2)c1
 : 51, i, 2.8
- O=[N+]([O-])c1ccc(/C=N/Nc2cc(Cl)nc(-c3ccccc3)n2)cc1
 : 32, i, 0.1
- CCOc1ccc(C(=O)OC(C)CN2CCN(C)CC2)cc1 (stereo not given)
 : -6, i, 1.1
- O=C(CCc1nc2cccnc2n1Cc1ccccc1)NCCc1ccc(Cl)cc1
 : 14, i, -0.3
- CSc1cccc(NC(=S)N(Cc2ccc(C)cc2)Cc2cccnc2)c1
 : 31, i, -0.4
- O=C(C/C=N/OCc1ccc(Cl)cc1Cl)c1ccccc1
 : 25, i, -0.1
- CCN1C(=NCc2cc(OC)c(OC)c(OC)c2)N[C@@H](c2ccccc2)C(C(=O)OC)=C1C
 : 12, x, 1.1
- Cc1ccc(-c2csc(NC(=O)C3CCN(S(=O)(=O)c4cccs4)CC3)n2)cc1
 : 15, i, -0.8
- CCc1nc(N2CCOCC2)c(C#N)c2c1CCCC2
 : 32, i, 0.2

# Shown as a hit in KCNQ2 inh, among the entries above:
# Screens in order: OX1R FRET antag, KCNQ2 inh, STK33 kinase inh
- CCN1C(=O)CSC1=NC12CC3CC(CC(C3)C1)C2
 : 12, -7.8*, -0.9

# Carrying on.
# Screens in order: OX1R FRET antag, KCNQ2 inh, STK33 kinase inh
- Cc1onc(-c2ccccc2)c1C(=O)Nc1ccnn1C1CCCCC1
 : 18, i, -0.6
- O=C(NCc1cccnc1)c1csc2c1CCCC2
 : -1, i, -1.1
- Cc1ccc(-c2nc(Nc3ccc(O)cc3)c3ccccc3n2)cc1
 : -6, i, 0.0
- O=C1CCN(Cc2ccc(Cl)cc2)N1
 : 5, i, 0.5
- CN1CCC(OC(=O)COc2ccc(F)cc2)CC1
 : 13, i, -1.0
- CN=Cc1cc(-c2ccccc2)sc1O
 : 13, i, -0.9
- CC(=O)c1c(C)nc(-c2ccccc2)nc1NC(=O)Cc1ccccc1
 : 16, i, -0.6
- Cc1onc(-c2ccccc2)c1C(=O)NCc1ccc(Cl)cc1
 : x, i, -0.9
- COc1ccc(/C=N/NC(=O)c2ccc3nc[nH]c3c2)cc1
 : 7, i, 0.7
- O=C(/C=C/c1cccs1)Nc1ccc([N+](=O)[O-])cc1
 : 13, i, -0.9
- Cc1nnc2ccc(Oc3ccc(-c4ccccc4)cc3)nn12
 : 30, i, 0.5
- N#Cc1cccc(NC(=O)COc2ccc(-n3ccnc3)cc2)c1
 : 25, i, -2.2
- CCOc1ccc(/C=N/Nc2nc(=O)[nH]nc2C)cc1OC
 : 14, i, 0.5
- COc1cccc(C(=O)Nc2c[nH]c(=O)[nH]c2=O)c1
 : 0, i, 1.4
- CC(=O)N1CCN(C(=O)CNc2cc(C(F)(F)F)ccc2OCC(F)(F)F)CC1
 : 26, i, -0.7
- CN(Cc1ccccc1)C(=O)COc1ccc(Br)cc1Cl
 : 25, i, -0.4
- CC(/C=N/NC(=O)Cn1cnc2ccccc21)=C\c1ccccc1
 : 8, i, -1.9
- COc1ccccc1NS(=O)(=O)c1cc([N+](=O)[O-])ccc1N/N=C/c1sc(N2CCOCC2)nc1-c1ccccc1
 : 26, i, 1.4
- Nc1nc(Sc2ccc(C(F)(F)F)cn2)n[nH]1
 : 13, i, x
- Cc1ccc(C(=O)OCC(=O)NCc2cccs2)cc1C
 : 34, i, -2.0
- COc1ccccc1CNCc1ccc(C)cc1
 : 17, i, -0.8
- Cc1ccc(/C=C/C(=O)Nc2ccc(S(=O)(=O)Nc3onc(C)c3C)cc2)cc1
 : 15, i, 1.4
- CCOc1cc(C(=O)OCC(=O)c2c(C)[nH]c3ccccc23)ccc1OCC(=O)N1CCOCC1
 : 9, i, -1.2
- COc1ccccc1NS(=O)(=O)c1ccc(C(=O)N2CCN(c3ccccc3O)CC2)cc1
 : 22, i, -0.6
- O=C(O)C1CCCCC1C(=O)NCCc1ccccc1 (stereo not given)
 : 0, i, -0.1
- Cc1ccc(NC(=O)COC(=O)CCn2c(C)csc2=O)cc1S(=O)(=O)N1CCOCC1
 : 11, i, -0.1
- CCCCn1c(=O)[nH]c(=O)c2c1nc(-c1ccccc1F)n2Cc1ccccc1
 : 16, i, 1.3
- O=S(=O)(Cc1ccccc1)Nc1ccc(S(=O)(=O)N2CCCC2)cc1
 : 5, i, 0.2
- Cc1nc(N2CCCCC2)c2c(C)c(C(=O)Nc3ccccc3C(F)(F)F)sc2n1
 : 37, i, -1.7
- Cc1cc(SCC(=O)NC2(C#N)CCCCC2)nc2c(C)cccc12
 : 20, i, -0.8

# Next section.
# Screens in order: OX1R FRET antag, KCNQ2 inh, STK33 kinase inh
- COC(=O)C1=C(C(=O)OC)C(c2ccccc2O)c2sc(=O)[nH]c2S1 (stereo not given)
 : 32, i, -0.2
- Cc1ccc(Cl)c(NC(=O)COC(=O)C2CCC2)c1Cl
 : 22, i, -2.0
- CCOC(=O)C1(Cc2ccccc2C)CCCN(Cc2cc(OC)c(O)c(OC)c2)C1 (stereo not given)
 : 17, i, -1.1
- CCOC(=O)/C(=N\Nc1cccc(Cl)c1)Sc1nnc(-c2ccc(OC)cc2)n1C
 : 9, i, 1.4
- CC(=O)Nc1ccc2nc(NC(=O)C(Cl)(Cl)Cl)sc2c1
 : 8, i, -1.3
- COc1ccc(C2(C(=O)NCCc3ccccc3)CCCC2)cc1
 : 25, i, -1.0
- Cc1cc(C)c2cc(C#N)c(SCC(=O)Nc3cc(C)on3)nc2c1
 : 17, i, -1.2
- COc1ccccc1CN1CCN(Cc2cc(OC)c(OC)cc2OC)CC1
 : 7, i, 1.3
- COc1cccc2c1-c1c(O)cccc1C2=O
 : 12, i, 4.0
- NC1=NC(=O)CC(C(=O)Nc2cccc3ccccc23)S1 (stereo not given)
 : 8, i, -0.4
- CCOC(=O)C1=C(N)OC(C)=C(C#N)C1c1ccco1 (stereo not given)
 : 19, i, -0.2
- Cc1cc(OC(C)C(N)=O)nc(-c2ccccc2)n1 (stereo not given)
 : 13, i, -0.8
- CN(C(=O)CSc1nnnn1C)C1(C#N)CCCCC1
 : 6, x, 0.5
- COc1ccc(CNc2ccc(C)c(C)c2)cc1
 : 7, i, -0.7
- O=S(=O)(/N=C(/c1ccc(Cl)cc1)N1CCOCC1)c1ccc(Cl)cc1
 : 10, i, -1.6
- Cc1cccc(C)c1NC(=O)C(C)N1CCCC1 (stereo not given)
 : 0, i, -0.7
- CCOC(=O)C1=C(C)N(CCCC(=O)O)C(=O)NC1c1ccc(Br)cc1 (stereo not given)
 : 12, i, 0.3
- COc1ccc(-c2cc(C(=O)OCC(=O)c3ccc(C)c([N+](=O)[O-])c3)c3ccccc3n2)cc1
 : 2, i, -1.5
- N#Cc1c(-c2ccccc2)[nH]c(=O)[nH]c1=O
 : 16, i, -1.0
- O=c1oc(/C=C/c2ccc([N+](=O)[O-])s2)nc2ccccc12
 : 10, i, 1.9
- NC(=O)CC(NC(=O)Cc1ccc(Br)cc1)c1ccc(NCCc2cccc(F)c2)c([N+](=O)[O-])c1 (stereo not given)
 : 7, i, -0.3
- COc1ccc(C(Sc2ccccc2)c2ccccc2)cc1OC (stereo not given)
 : 16, i, -1.0
- Cc1ccc(-n2nc3c(c2NC(=O)c2ccccc2)CS(=O)(=O)C3)cc1C
 : 14, i, -1.5
- CC(=O)Nc1ccc(NC(=O)c2cc(=O)c3cc(C)c(C)cc3o2)cc1
 : 4, i, -0.2
- N#Cc1c(-c2ccco2)nc(SCC(=O)Nc2cccc(Cl)c2)[nH]c1=O
 : -1, i, 0.5
- CC1CCN(S(=O)(=O)N2CCC(C(=O)N3CCC(N(C)CC4CCCO4)CC3)CC2)CC1 (stereo not given)
 : 3, x, 0.3
- COc1ccc(CC(=O)NC(CC(=O)O)c2cccc([N+](=O)[O-])c2)cc1 (stereo not given)
 : 14, i, -0.7
- CC1=NN(C(=O)c2csc(C(C)C)c2)C(O)(C(F)(F)F)C1 (stereo not given)
 : 30, i, -0.8
- COCCCNC(=O)CCCN1C(=O)c2cccnc2Sc2ccccc21
 : 4, i, -1.0
- Cc1ccc(CN2CCN(/N=C/c3ccccc3)CC2)cc1
 : 17, i, 1.5

# An excerpt from above, limited to OX1R FRET antag.
molecule	OX1R FRET antag
Cc1ccc(-n2nc3c(c2NC(=O)c2ccccc2)CS(=O)(=O)C3)cc1C	14
CC(=O)Nc1ccc(NC(=O)c2cc(=O)c3cc(C)c(C)cc3o2)cc1	4
N#Cc1c(-c2ccco2)nc(SCC(=O)Nc2cccc(Cl)c2)[nH]c1=O	-1

# Additional results follow.
# Screens in order: OX1R FRET antag, KCNQ2 inh, STK33 kinase inh
- CCOC(=O)Cn1c(CN2CC(C)OC(C)C2)nc2c1c(=O)n(C)c(=O)n2C (stereo not given)
 : 2, i, -1.3
- CCCCC(=O)Nc1cc(OC)c(NC(=S)NC)cc1OC
 : 20, i, -1.8
- CC1CCCN(CC(O)COCC2COc3ccccc3O2)C1 (stereo not given)
 : -7, i, -0.3
- CCN(CC)CCN(C(=O)CCS(=O)(=O)c1ccccc1)c1nc2cc(C)cc(C)c2s1
 : 12, i, 3.3
- COc1cc(CNC23CC4CC(CC(C4)C2)C3)ccc1OCc1ccccc1
 : 6, i, -0.3
- CS(=O)(=O)C1=NN2C(=N)/C(=C\c3ccc(OCCOc4ccccc4)cc3)C(=O)N=C2S1
 : 21, i, 0.6
- COc1ccccc1NC(=O)Nc1nnc(Cc2ccc(F)cc2)s1
 : 5, i, -1.4
- O=C(CSc1nc2ccc(Nc3nc(N4CCOCC4)nc(N4CCOCC4)n3)cc2s1)Nc1ccccc1F
 : x, i, 0.4
- O=C(NCCC1CCCCN1S(=O)(=O)c1ccc(F)cc1)C(=O)NC1CC1 (stereo not given)
 : 25, i, 0.4
- C=CCc1cc(Cl)ccc1OCCn1ccnc1
 : 14, i, 1.5
- CCn1nc(NC(=O)C(C)C)c2cc3ccc(C)cc3nc21
 : 8, i, 0.0
- O=C(CN1C(=O)C(=O)N(CCC2=CCCCC2)C1=O)Nc1ccc(F)cc1F
 : 4, x, -0.7
- CCn1c(SCC(N)=O)nnc1-c1ccc(OC)c(OC)c1
 : 6, i, 0.0
- CCC(CC)C(=O)Nc1cccc(C(=O)NCCc2ccc(S(N)(=O)=O)cc2)c1
 : 27, i, 0.3
- CCOC(=O)CN1C(=O)C(O)=C(C(C)=O)C1c1ccc(F)cc1 (stereo not given)
 : 15, i, 1.2
- CCOc1ccc(CCNC(=O)COC(=O)c2ccncc2)cc1OCC
 : 7, x, 1.6
- O=C(COC(=O)c1cnccn1)Nc1ccc(Cl)cn1
 : 8, i, -0.4
- CC1CCN(CCCn2c(=S)[nH]c3c(sc4ccc([N+](=O)[O-])cc43)c2=O)CC1
 : 28, i, 0.3
